# Screening results (PubChem BioAssay)
# TGFb inhibitor: TGF-b pathway inhibition; HepG2 CAGA-GFP TGF-b/SMAD3 reporter, GFP fluorescence, 18 h; TGF-beta stimulated, 500 pg/mL final; Potency, µM (highest dose often 46.1 µM), without a hit: at the top dose activity, negative = inhibition, most hits filed as inhibitors; actives 1.2% (n = 410,000); AID 588855; further: potency means the concentration at half of the fitted maximal effect; on the % scale 0 is the no-effect control and ±100 the full control effect; nearly all actives have a fitted effect of over 65% in size
#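 HEPG2 CAGA-GFP, 1000 cells/well; 2 h settle, 37 C; cpd via pin tool; TGF-b 500 pg/mL final; 18 h, 37 C; GFP imaging ex488/em500-530; %Activity normalised to -TGF-b and +DMSO controls; CRC fit, curve class.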
# ATXN2 expr inh: inhibitors of ATXN2 expression; HEK-293 ATXN2-luciferase reporter, luminescence, 24 h; actives 0.72% (n = 360,000); Potency, µM (doses to about 57 µM), inactives show at the top dose activity change, negative = inhibition, usual class: inhibitors; further: potency means the concentration at half of the fitted maximal effect; on the % scale 0 is the no-effect control and ±100 the full control effect; nearly all actives have a fitted effect of over 55% in size
#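 qHTS (up to 57 uM final) was run with 24 h compound exposure of reporter cells at 37 °C. Each well was multiplexed: SteadyGlo luminescence measured ATXN2-luciferase expression after a fluorogenic Gly-Phe-AFC viability readout (25 uM final).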
# IL-1B inflam inh: blocks inflammasome-driven IL-1 beta release; activity change, % at 57.5 µM; actives 4.7% (n = 360,000); THP-1 LPS/ATP IL-1B secretion, AlphaLISA, 16 h; hits give low values; in the data active means activity change below about -50%; inconclusive means mostly about -30% to -49%; further: on the % scale 0 is the no-effect control and ±100 the full control effect
#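 THP-1 cells pretreated 1 hr with compounds (up to 57.5 uM final), then stimulated with LPS (250 ng/mL final) plus ATP (1.25 mM final); secreted IL-1B measured by AlphaLISA after 16 hr, decreased signal indicating inhibition.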
# ATXN viability: reduces viability in counter-screen for ATXN expression inhibitors; S2 cells (HEK-293 line with an ATXN2-luciferase reporter) viability, CellTiter-Fluor protease fluorescence, 24 h; Potency, µM (highest dose often 56.7 µM), most hits filed as cytotoxic; actives 0.49% (n = 400,000); AID 651635; further: potency means the concentration at half of the fitted maximal effect; nearly all actives have a fitted effect of over 40% in size
# MCF10A rerep: inducers of DNA re-replication in MCF 10A breast cells; MCF 10A DNA re-replication, Hoechst nuclear intensity, 48 h; Potency, µM (series often up to 46.1 µM), for inactives: at the top dose activity, positive = re-replication, actives largely listed as activators; actives 2.9% (n = 350,000); AID 624296; further: potency means the concentration at half of the fitted maximal effect; % of control where 0% means no effect; nearly all actives have a fitted effect of over 50% in size
# HepG2 tox: kills HepG2 cells in TGF-b inhibitor counter-screen | HepG2 CAGA-GFP viability, ATP luminescence, 18 h | Potency, µM (series often up to 46.1 µM), for the others: top-dose activity change, negative = cytotoxicity, usual class: cytotoxic | actives 0.76% (n = 410,000) | AID 588856; further: potency means the concentration at half of the fitted maximal effect; some results filed as inactive show a strong effect at the top dose
#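 CellTiter-Glo luminescence gave cytotoxicity after 18 hours at 37 degrees C. The cells were HepG2 CAGA-GFP in 1% FBS DMEM, stimulated with 500 pg/mL TGF-beta after compound addition. %Activity was normalised to no-cell wells (complete cell-killing) and DMSO (no toxicity), and curves were fitted and classified.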
# A549 viability: counter-screen for Nrf2 inhibitors: cytotoxicity in A549 cells; A549 ARE-Fluc cells, CellTiter-Fluor viability, 18-24 h; actives 0.16% (n = 390,000); Potency, µM (titrated, usually from 46 µM), for the others: top-dose activity change, negative = cytotoxicity, usual class: inhibitors; further: potency means the concentration at half of the fitted maximal effect; on the % scale 0 is the no-effect control and ±100 the full control effect
#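 A549 ARE-Fluc cells in 5% FBS OPTI-MEM, 5000 cells/well, rested 2 h then exposed to compounds in concentration-response for 18-24 h at 37 °C. Viability by CellTiter-Fluor fluorescence (Ex 405/Em 525) after 30 min; luciferase luminescence (BugLite, 15 min, RT) read afterwards.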
# Nrf2 inh: Nrf2 pathway inhibition | actives 2.1% (n = 360,000) | A549 ARE-Fluc reporter, luciferase luminescence, 18-24 h | AID 504444 | Potency, µM (doses to about 46 µM), for inactives: at the highest dose activity change, negative = inhibition, most hits filed as inhibitors; further: potency means the concentration at half of the fitted maximal effect; on the % scale 0 is the no-effect control and ±100 the full control effect; nearly all actives have a fitted effect of over 60% in size
#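 Nrf2 function is reported as luminescence of an ARE-controlled luciferase in A549 cells. Compounds were tested at several concentrations, and a CellTiter-Fluor read on the same wells flagged cytotoxicity.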
# Nrf2 ARE act: activators of Nrf2 (ARE) signaling. AREc32 ARE-luciferase reporter (MCF7-derived line), luminescence, 24 h. Potency, µM (doses to about 46.1 µM), without a hit: top-dose activation, usual class: activators. actives 0.31% (n = 410,000). AID 624171; further: potency means the concentration at half of the fitted maximal effect; % of control where 0% means no effect; nearly all actives have a fitted effect of over 65% in size
#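 Nrf2 activation is followed as ARE-luciferase induction in the AREc32 line after one day of compound treatment; luminescence is read with Steady-Glo.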
# Starred values were filed as active, the others as inactive; i = inactive; ? = inconclusive; . = not tested or not shown; [ ] = remark or other dose. Unless noted, the call rests on the fitted dose curve; in most records, active means well fitted curve in the direction sought with a large enough effect; inconclusive means small, poorly fitted or top-dose-only effect, or another doubt; inactive means no such curve, though single readings can be large; an effect the other way counts as inactive or inconclusive. Hits appear at their usual frequency. About 8.8% of those tested had a hit in this group.
SMILES,TGFb inhibitor,ATXN2 expr inh,IL-1B inflam inh,ATXN viability,MCF10A rerep,HepG2 tox,A549 viability,Nrf2 inh,Nrf2 ARE act
CCOc1ccc(CN2CCCC(CO)(Cc3ccc(F)cc3)C2)cc1 (stereo not given),-6%,-20%,?,i,4%,-15%,0%,1%,0.5%
CNC(=O)c1c(NC(=O)c2cc(=O)c3cc(C)c(C)cc3o2)sc2c1CCCC2,5%,-6%,.,i,.,2%,-1%,14%,-0.6%
CC(=O)Oc1ccc(-c2cc3c(OC(C)=O)cc(OC(C)=O)cc3oc2=O)cc1,8%,2%,-4,.,3%,-13%,?,-25%,4.9%
CC(C)(C)S(=O)(=O)c1cnc(N2CCOCC2)nc1N,37%[activator],10%,10,i,-1%,28%,-2%,3%,0.0%
O=C(CCC1N=C2c3ccccc3N=C(SCc3ccc(Cl)cc3)N2C1=O)N1CCN(c2ccccc2)CC1 (stereo not given),-4%,15%,.,i,.,-1%,0%,7%,0.4%
CCCOc1ccc(N2C(=O)CC(SC(=NCC)NCC)C2=O)cc1 (stereo not given),0%,-5%,15,i,-3%,-21%,1%,-3%,0.1%
COc1ccc(CCNC(=O)CCNS(=O)(=O)c2ccc3c(c2)CCN3C(C)=O)cc1OC,0%,6%,-8,i,1%,-13%,-1%,-12%,0.1%
O=C(c1cccc(N2C(=O)C3C4C=CC(C4)C3C2=O)c1)N1CCN(c2ccccc2Cl)CC1 (stereo not given),?,.,-19,i,7%,-43%,0%,-19%,-0.9%
COc1ccc(/C=N/NC(=O)CCCC(=O)NC2CCCCC2)cc1,-1%,-1%,35,i,9%,-22%,?,?,0.7%
CCOC(=O)c1c(C)[nH]c(C(=O)OCC(=O)Nc2cccnc2Cl)c1C,-10%,4%,-7,i,4%,0%,1%,-22%,2.5%
COc1ccc(N2CSC3=C(C#N)C(c4cc(OC)c(OC)cc4OC)CC(=O)N3C2)c(OC)c1 (stereo not given),0%,-35%,25,?,11%,-5%,-3%,-9%,0.6%
COc1ccc(NC(=O)c2ccco2)cc1NC(=O)c1ccccc1F,-4%,-21%,-2,i,-30%,-6%,3%,-13%,-0.2%
COC(=O)[C@@]12CCCCN1[C@H](c1ccc(-c3ccc4c(c3)OCO4)cc1)[C@H]1C(=O)N(C)C(=O)[C@H]12,-7%,-18%,-11,?,3.7µM*,-16%,-10%,?,-0.4%
CCOc1ccc2c(C)c(Cl)c(=O)oc2c1,-4%,1%,17,i,-9%,-17%,5%,.,1.6%
Cc1ccc(-c2c(C(=O)N/N=C/c3cccnc3)nnn2-c2nonc2N)cc1,7%,9%,-6,i,-8%,-1%,1%,10%,0.1%
COc1ccc(N2CC(C(=O)Nc3nnc(SCC(=O)Nc4ccc(NC(C)=O)cc4)s3)CC2=O)cc1 (stereo not given),3%,.,17,i,.,-9%,.,.,-1.6%
O=C(NCc1ccccn1)c1ccc(Cn2cc(C(F)(F)F)ccc2=O)cc1,11%,7%,19,i,-3%,2%,-3%,0%,0.4%
CCOC(=O)CCNC(=O)N1CCCC(N2CCN(c3ccc(OC)cc3)CC2)C1 (stereo not given),5%,12%,2,i,-4%,-7%,9%,21%,0.4%
COc1ccc(-n2nc3ccc(N)cc3n2)cc1Cl,-2%,.,-16,i,?,-5%,-1%,3%,6.5%
C[C@@H]1CN[C@H](CCO)/C1=C\c1ccccc1,2%,-6%,10,i,1%,1%,7%,-16%,0.0%
CC(C)(C)NC(=O)Cn1nnc(-c2ccccc2NC(=O)c2cnccn2)n1,-8%,-28%,22,?,4%,-4%,-5%,-11%,-0.4%
CCOC(=O)c1c(/N=C/c2cc(OC)cc([N+](=O)[O-])c2O)sc(C)c1C,-1%,-9%,-8,?,?,8%,1%,-12%,2.5%
OC[C@@H](O)[C@H](O)C(/C=N/Nc1ccccc1)=N\Nc1ccccc1,-20%,-1%,-19,?,?,-15%,0%,0%,3.7%
COc1ccc(C)cc1Nc1nc(-c2c[nH]c3ccccc23)cs1,5%,-6%,?,?,?,-11%,-9%,5%,9.8%
Cc1occc1C(=O)NC1CCCN(Cc2ccc(Cl)cc2)C1 (stereo not given),2%,-1%,?,i,?,-1%,-4%,-23%,2.2%

# Reprinted from the part before: three entries, then new ones.
SMILES,TGFb inhibitor,ATXN2 expr inh,IL-1B inflam inh,ATXN viability,MCF10A rerep,HepG2 tox,A549 viability,Nrf2 inh,Nrf2 ARE act
OC[C@@H](O)[C@H](O)C(/C=N/Nc1ccccc1)=N\Nc1ccccc1,-20%,-1%,-19,?,?,-15%,0%,0%,3.7%
COc1ccc(C)cc1Nc1nc(-c2c[nH]c3ccccc23)cs1,5%,-6%,?,?,?,-11%,-9%,5%,9.8%
Cc1occc1C(=O)NC1CCCN(Cc2ccc(Cl)cc2)C1 (stereo not given),2%,-1%,?,i,?,-1%,-4%,-23%,2.2%
CCCCSc1ccc(NC(=O)c2cccnc2)cc1,12%,12%,-20,i,11%,-4%,9%,?,2.8%
CCCCCCCCNS(=O)(=O)CCNC1CC1,1%,3%,11,i,4%,-16%,-1%,4%,0.5%
COc1ccc(CCNC(=O)CSc2nc(-c3ccc(F)cc3)cc(C(F)(F)F)n2)cc1OC,12%,-3%,.,i,.,-5%,1%,-7%,0.5%
CCc1ccc(CN(Cc2cn[nH]c2-c2ccc(OC)cc2)C(=O)Nc2ccc(Br)cc2)cc1,7.9µM*,.,.,.,.,-40%,20%,0%,-0.1%
O=C(COc1ncnc2ccccc12)Nc1ccc(S(=O)(=O)N2CCOCC2)cc1,2%,1%,3,i,4%,-33%,8%,-8%,0.5%
CCOC(=O)C1CCN(C(=O)CN(C)S(=O)(=O)c2cc(C)ccc2OC)CC1,5%,6%,-7,i,1%,1%,-20%,-4%,-0.3%
Cc1ccc(OCCC(=O)OCC(=O)NC2CCCCC2)cc1,0%,.,-25,?,.,-2%,.,.,-0.6%
COc1ccc(S(=O)(=O)c2cn(Cc3ccccc3)c3cc(F)c(F)cc3c2=O)cc1,1%,-11%,.,i,.,-27%,-2%,-4%,0.1%
Cn1nc(C(F)(F)F)cc1-c1ccc(S(N)(=O)=O)s1,10%,39%[activator],20,i,?,-6%,-11%,2%,4.3%
Cc1ccc(CN2C(=O)CCC2C(=O)NCCc2ccccc2)cc1 (stereo not given),7%,13%,2,i,12%,-1%,1%,5%,-0.3%
O=C(CSc1nnc(C2COc3ccccc3O2)o1)Nc1ccc(F)cc1Cl (stereo not given),-10%,10%,27,?,-2%,-15%,-2%,-11%,0.5%
COc1cc(C(=O)Nc2nnc(CC(C)(C)C)s2)c([N+](=O)[O-])cc1OC,-2%,-2%,0,i,-3%,-3%,7%,-16%,2.0%
O=C(Nc1cccc(C(F)(F)F)c1)C1CCN(S(=O)(=O)c2cccc3nsnc23)CC1,?,?,.,?,.,-79%,-4%,21µM*,7.8%
Nc1ncnc2c1nc(N1CCCCC1)n2[C@@H]1O[C@H](CO)[C@@H](O)[C@H]1O,9%,0%,31,i,0%,7%,-3%,1%,0.4%
COc1ccc(C(=O)O/N=C(\N)Cc2ccc(Cl)cc2Cl)cc1OC,?,?,-59*,?,13%,-79%,?,?,-3.5%
COc1ccc(C(=O)OCc2cc(=O)n3nc(C4CC4)sc3n2)cc1OC,1%,-8%,.,i,.,-6%,7%,22%,0.9%
CCN(c1ccc(OC)cc1)S(=O)(=O)c1nnc(NC(=O)c2ccc(C)cc2)s1,-22%,.,5,i,-4%,-3%,2%,-7%,-0.2%
Nc1c(C(=O)Nc2ccccc2F)sc2nc3c(cc12)CCCCCC3,0%,11%,.,?,.,7%,-9%,17%,-0.5%
CC(C)Cn1c(N)c(C(=O)COC(=O)c2c(O)c(Cl)cc(Cl)c2Cl)c(=O)n(C)c1=O,-10%,4%,0,i,?,-17%,-11%,?,?
COc1ccccc1NC(=O)CN1CCCCC1,3%,-4%,9,i,1%,-40%,1%,.,-0.1%
O=S(=O)(c1cccc(-c2nc3n(n2)Cc2ccccc2-3)c1)N1CCCCC1,-14%,0%,-26,i,1%,-18%,-10%,-6%,-0.6%
CCC(C)(C)n1nnnc1C(c1ccncc1)N1CCN(c2cccc(OC)c2)CC1 (stereo not given),-22%,-18%,-13,i,0%,-18%,6%[1.84 µM],-3%,0.0%
COc1ccccc1N(CC(=O)NCC1CCCO1)C(=O)CNS(=O)(=O)c1ccc(C)cc1 (stereo not given),-23%,2%,-1,i,2%,-2%,-1%,.,0.2%
CCOc1ccc(C2N(c3ccc(F)cc3)C(=O)C3CCCN32)cc1OC (stereo not given),18%,4%,8,i,-4%,1%,7%,5%,1.1%
O=C(NCCC(F)(F)F)C1Cc2c(-c3ccc(Cl)cc3)ccnc2O1 (stereo not given),5%,9%,-8,i,.,-4%,.,.,-0.4%
COc1ccc(C(C)(C)C)cc1NC(=O)COC(=O)c1ncc(Cl)c(Cl)c1Cl,-4%,-1%,19,i,0%,12%,-2%,7%,0.2%
COc1ccc(C(=O)Nc2n[nH]c(-c3ccncc3)n2)cc1,6%,-2%,-15,i,3%,5%,1%,?,-0.3%
CCCCCCC(=O)NN1CCN(C)CC1,20%,1%,31,i,12%,6%,0%,.,0.2%

# Three compounds out of the list, sorted by formula weight, ascending:
SMILES,TGFb inhibitor,ATXN2 expr inh,IL-1B inflam inh,ATXN viability,MCF10A rerep,HepG2 tox,A549 viability,Nrf2 inh,Nrf2 ARE act
COc1ccc(C(=O)O/N=C(\N)Cc2ccc(Cl)cc2Cl)cc1OC,?,?,-59*,?,13%,-79%,?,?,-3.5%
CCOC(=O)C1CCN(C(=O)CN(C)S(=O)(=O)c2cc(C)ccc2OC)CC1,5%,6%,-7,i,1%,1%,-20%,-4%,-0.3%
COc1ccc(S(=O)(=O)c2cn(Cc3ccccc3)c3cc(F)c(F)cc3c2=O)cc1,1%,-11%,.,i,.,-27%,-2%,-4%,0.1%
